Screening results from PubChem.
HCV inhibitor – inhibitors of hepatitis C virus infection | 3.4% of 340,000 active | Huh7.5.1 HCVcc-Cre infection, luciferase reporter, 44 h | Potency, µM (titrated, usually from 41.8 µM), for inactives: top-dose activity change, negative = inhibition, usual class: inhibitors; also: potency is read from the fitted curve at half-maximal effect
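Compounds are dispensed onto cells plated 4 h earlier at 1,000 per well, with HCVcc-Cre virus (about 0.5 moi) added next. Following 44 h of culture, luminescent signal is measured for 15 sec after 15 min with substrate at room temperature.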
FBPA Giardia inh – inhibitors of Giardia lamblia fructose-1,6-bisphosphate aldolase. A8B2U2. purified Giardia FBPA. Potency, µM (doses to about 59.6 µM), inactives show at the highest dose activity, negative = inhibition, usual class: inhibitors. 0.71% of 290,000 active; also: potency is read from the fitted curve at half-maximal effect; nearly all actives have a fitted effect of over 55% in size
Target sequence (A8B2U2 whole entry, looked up): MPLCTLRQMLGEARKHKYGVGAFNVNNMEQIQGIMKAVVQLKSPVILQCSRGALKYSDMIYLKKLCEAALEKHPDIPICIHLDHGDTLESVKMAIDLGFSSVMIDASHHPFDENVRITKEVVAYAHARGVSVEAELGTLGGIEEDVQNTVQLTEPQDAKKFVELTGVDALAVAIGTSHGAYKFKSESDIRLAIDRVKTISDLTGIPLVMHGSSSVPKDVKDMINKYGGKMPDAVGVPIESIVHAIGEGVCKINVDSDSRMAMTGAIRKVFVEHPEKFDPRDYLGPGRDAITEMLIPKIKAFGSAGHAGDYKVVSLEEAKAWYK
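Giardia FBPA (40 nM reagent) was preincubated 10 min at RT with compound (up to 57.5 uM final), then substrate plus GAPDH/TPI/NAD/arsenate coupling system with diaphorase/resazurin was added; resorufin fluorescence (525/598 nm) was read after 20 min.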
Sm TGR block – S. mansoni TGR enzyme inhibition | 3% of 360,000 active | purified TGR, DTNB reduction, TNB absorbance 405 nm | Potency, µM (titrated, usually from 114 µM), for inactives: top-dose activity change, negative = inhibition, hits mostly inhibitors; also: potency is read from the fitted curve at half-maximal effect; nearly all actives have a fitted effect of over 60% in size
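TGR 20 nM + NADPH 100 uM (dispensed conc.), cpd preinc 15 min RT; start with NADPH (500 uM addition) then DTNB (15 mM addition). Kinetic TNB absorbance, 405 nm filter. Four-parameter Hill fit across titration.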
AMA1 RON2 block – inhibitors of Plasmodium falciparum AMA1-RON2 interaction | AlphaScreen AMA1-biotinylated RON2 peptide binding | Potency, µM (series often up to 58.2 µM), without a hit: at the top dose activity change, negative = inhibition, actives largely listed as inhibitors | 0.2% of 360,000 active;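 also: potency is read from the fitted curve at half-maximal effect; 0% = vehicle wells and -100% = peptide control; nearly all actives have a fitted effect of over 45% in size; some results filed as inactive show a strong effect at the top dose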
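AMA1 (3D7) with his tag at 25 nM final met compounds first, then biotinylated RON2 peptide at 25 nM; detection used donor plus acceptor beads, 10 µg/mL apiece, read by AlphaScreen after 30 min at room temperature.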
AmpC detergent – inhibitors of E. coli AmpC beta-lactamase with detergent; P00811; AmpC hydrolysis of nitrocefin, absorbance 480 nm, 0.01% Triton; 0.041% of 370,000 active; Potency, µM (highest dose often 114 µM), for the others: top-dose activity change, negative = inhibition, usual class: inhibitors;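 also: potency is read from the fitted curve at half-maximal effect; 0% = no-compound wells and -100% = no-enzyme wells; nearly all actives have a fitted effect of over 25% in size; some results filed as inactive show a strong effect at the top dose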
Target sequence (P00811 whole entry, looked up): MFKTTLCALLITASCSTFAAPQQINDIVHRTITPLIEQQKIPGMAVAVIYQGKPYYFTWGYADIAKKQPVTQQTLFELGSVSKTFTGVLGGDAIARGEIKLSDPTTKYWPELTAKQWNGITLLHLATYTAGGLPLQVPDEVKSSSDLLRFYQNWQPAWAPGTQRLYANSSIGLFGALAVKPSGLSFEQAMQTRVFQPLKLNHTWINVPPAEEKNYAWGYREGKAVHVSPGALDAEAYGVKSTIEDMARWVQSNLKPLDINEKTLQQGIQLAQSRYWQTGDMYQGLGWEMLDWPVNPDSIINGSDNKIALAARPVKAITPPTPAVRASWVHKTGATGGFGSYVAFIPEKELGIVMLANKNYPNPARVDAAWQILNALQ
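20 mM phosphate pH 7.0 + 0.01% (detergent screen) or 0.0001% Triton X-100; 5.3 nM AmpC reagent; cpd preinc 15 min RT; nitrocefin (800 uM stock) to start; A480 q20 s × 4 min; Activity was normalised to no-enzyme and no-compound control wells.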
HCMV antiviral – human cytomegalovirus inhibition. HFF cells, HCMV-luciferase reporter, 72 h; stronger effect = lower value. activity change, negative = inhibition, % at 57.5 µM. 4.5% of 410,000 active. AID 1259415; in the data active = activity change below about -60%; inconclusive = no clear call, values can overlap the other calls; inactive = above about -39%
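Human foreskin fibroblasts infected with luciferase-reporter HCMV at MOI 1 PFU/cell, compounds at two doses. Luciferase measured 72 h post infection; normalized to buffer-only basal and Salinomycin (10uM) controls.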
Active calls of the source: *; ? = inconclusive; . = no result given; & = joins results of further samples; [ ] = another dose, or the depositor's remark. Unless noted, calls follow the shape of the dose curve; as a rule, active = well fitted curve in the direction sought with a large enough effect; inconclusive = small, poorly fitted or top-dose-only effect, or another doubt; inactive = no such curve, though single readings can be large; an effect the other way counts as inactive or inconclusive. Unless noted, % is scaled to controls: 0 for no effect and ±100 for the full control effect. This is a random part of the collection; overall some 9.3% were active at least once.

SMILES | HCV inhibitor | FBPA Giardia inh | Sm TGR block | AMA1 RON2 block | AmpC detergent | HCMV antiviral
Cc1ccc([N+](=O)[O-])c(NC(=O)COC(=O)C2CC3CCCC(C2)C3=O)c1C (stereo not given) | 10.7% | . | 10.2% | -5.6% | 2.3% | -9.2
COCCNC(=S)Nc1ccc2nc(N3CCOCC3)cc(C)c2c1 | ? | -4.5% | 44.7µM* | 5.4% | ? | 58.9
CCn1cc([C@@H]2C[C@H]3CN(Cc4cccc(Cl)c4)C(=O)[C@]34CCCN24)cn1 | -18.5% | -2.1% | -1.4% | 15.6% | 3.2% | 27.8
CC1(c2ccccc2Cl)NC(=O)N(CC(=O)c2ccc3c(c2)OCO3)C1=O (stereo not given) | -6.5% | . | -2.9% | -0.8% | ? | 10.8
Cc1c(C)n(C(=O)CSc2nc3ccccc3[nH]2)c2ccccc12 | 23.1% | -11.5% | -16.1% | 25.1% | 0.1% | 7.1
CCOC(=O)NC(=O)CSc1nnnn1-c1ccc(Cl)cc1 | 15.6% | -5.4% | -23.2% | 3.8% | ? | 17.5
Cc1cc(C)cc(NC(=O)C(OC(=O)c2ccc(O)cc2)c2ccccc2)c1 (stereo not given) | ? | . | -3.8% | -4.2% | -1.5% | 6.4
CCOc1ccc(CCNC(=O)C2CCCN(S(=O)(=O)N3CCOCC3)C2)cc1OCC (stereo not given) | -16.7% | 9.9% | -0.8% | 20.9% | -10.3% | -1.6
N#Cc1ccc(Oc2ccc(C(F)(F)F)cc2NC(=O)c2ccc(F)cc2)cc1 | -6.3% | -14.5% | 3.2% | 7.2% | 4.3% | -34.5
O=C(/C=C/c1ccc(Cl)cc1)NC(=S)Nc1ccc(N2CCOCC2)c(Cl)c1 | 3.4% | 10.9% | -2.7% | 0.8%[2.32 µM] | -0.1% | ?
COC(=O)c1ccc(COc2ccc3ccc(=O)oc3c2)o1 | 20.5% | 9.7% | -16.6% | 10.4% | 3.0% | ?
O=C(NCCC1CCCCN1S(=O)(=O)c1ccc(F)cc1)C(=O)NCCN1CCOCC1 (stereo not given) | -8.8% | . | -17.5% | 8.3% | -6.3% | -21.9
Cc1c(C=O)cnn1CCC(=O)O | 1.3% | . | . | 22.6% | . | -37.8
CC1CCN(c2ccc(S(=O)(=O)NC3=NCCCCC3)cc2[N+](=O)[O-])CC1 | -31.3% | 2.3% | 2.4% | -1.8% | 3.0% | ?
Cc1cccc(-c2noc(CSc3ccccc3)n2)c1 | -3.5% | 3.9% | -13.8% | 223.0%[activator] | 1.9% | 115.6
CC(C)CN1Cc2ccccc2Oc2cc(Br)ccc2S1(=O)=O | ? | . | . | -4.5% | . | ?
CCOc1cccc2sc(Cl)nc12 | 26.6% | -4.4% | 7.1% | -5.8% | -2.0% | 27.6
COc1ccc(OCC(=O)c2c[nH]c3ccccc23)cc1 | 9.7% | 2.7% | 3.1% | -10.3% | 4.2% | 14.2
O=[N+]([O-])c1ccccc1OCCCCN1CCCCC1 | . | 1.7% | -3.0% | -0.6% | -1.6% | 9.6
CCOC(=O)c1[nH]c(C)c(CCC(=O)N2CCN(c3cccc(C)c3C)CC2)c1C | . | . | 15.6% | . | 12.5% | -24.0
C=CCN1C(=O)/C(=C/c2cc(C)n(-c3cccnc3)c2C)C(=O)NC1=S | 25.2% | ? | ? | 4.4% | 6.0% | -14.1
COc1ccc([C@@H]2CC(=O)c3c(O)cc(O[C@@H]4OC(CO[C@@H]5OC(C)[C@H](O)[C@H](O)C5O)[C@@H](O)[C@@H](O)C4O)cc3O2)cc1O (stereo not given in full) | 10.8% | . | -4.1% | 12.2% | 4.0% | ?
CCCc1cc(=O)[nH]c(Nc2ccc3c(c2)OCCO3)n1 | 0.6% | 4.9% | -2.4% | -8.1% | ? | ?
N#C/C(=C\c1ccc(Sc2ccc(Cl)cc2)o1)c1nc2ccccc2[nH]1 | ? | -21.7% | -16.3% | 55.6%[activator] | -13.9% | -67.8*
CN(C1CCS(=O)(=O)C1)S(=O)(=O)c1ccc(C2CCCCC2)cc1 (stereo not given) | -9.0% | 2.4% | -9.0% | -3.7% | -1.5% | -25.8
COc1ccc(NC(=O)C2CCC(CNc3c(N4CCCCC4)c(=O)c3=O)CC2)cc1OC (stereo not given) | 6.8%&-7.0% | -6.0% | 3.3% | 6.9%&-1.3% | ? | 13.4&6.1
COc1cc(C(=S)N2CCOCC2)cc(Br)c1OS(=O)(=O)c1ccccc1 | -14.1% | 11.1% | 11.6% | -20.1% | ? | -12.5
CCCCC(=O)Nc1ccc(F)c(Cl)c1 | ? | -8.9% | -2.2% | 2.2% | -7.5% | -33.7
O=C(COC(=O)c1cc(NS(=O)(=O)c2cccs2)ccc1O)Nc1cc(Cl)ccc1Cl | -6.0% | 4.1% | 2.1% | -0.5% | 5.0% | -6.0
CCOc1ccc(NC(=O)N2CCC(c3nc4ccccc4o3)CC2)cc1 | -17.0% | 2.7% | 6.6% | 10.4% | 5.0% | 20.6

Some values from the list:
Entry for CCCc1cc(=O)[nH]c(Nc2ccc3c(c2)OCCO3)n1 under FBPA Giardia inh: 4.9%
Entry for CN(C1CCS(=O)(=O)C1)S(=O)(=O)c1ccc(C2CCCCC2)cc1 (stereo not given) under FBPA Giardia inh: 2.4%
Entry for C=CCN1C(=O)/C(=C/c2cc(C)n(-c3cccnc3)c2C)C(=O)NC1=S under HCMV antiviral: -14.1
Entry for O=[N+]([O-])c1ccccc1OCCCCN1CCCCC1 under AmpC detergent: -1.6%
Entry for COc1cc(C(=S)N2CCOCC2)cc(Br)c1OS(=O)(=O)c1ccccc1 under HCMV antiviral: -12.5
Entry for CCOc1cccc2sc(Cl)nc12 under HCMV antiviral: 27.6

The list continues.
SMILES | HCV inhibitor | FBPA Giardia inh | Sm TGR block | AMA1 RON2 block | AmpC detergent | HCMV antiviral
N/C(=N\OC(=O)c1cccc(Cn2cc(C(F)(F)F)ccc2=O)c1)c1ccccc1 | ? | -1.8% | -2.7% | 1.4% | 5.7% | ?
O=C(COc1ccc(Cl)cc1Cl)N1CCN(c2ccccn2)CC1 | -6.2% | -1.6% | . | -2.8% | 4.5% | -35.1
O=C1CC(c2ccccc2)=Nc2ccc(Br)cc2N1 | -21.4% | 2.2% | 10.6% | 4.7% | 5.0% | -68.5*
Cc1ccc(NC(=O)CNC(=O)c2cccs2)cc1S(=O)(=O)Nc1ccc(Cl)cc1 | -17.7% | 3.7% | -4.1% | -2.0% | -13.9% | -31.3
CC(=O)c1ccc(N2C(=O)CC(N3CCN(S(=O)(=O)c4ccc(C)c(C)c4)CC3)C2=O)cc1 (stereo not given) | 18.1% | . | . | 2.9% | . | -4.4
O=C(COC(=O)CC1SC(N2CCCC2)=NC1=O)Nc1ccc(Br)cc1 (stereo not given) | 9.5% | . | -0.9% | -13.2% | ? | -22.7
Cc1cccc(C)c1NS(=O)(=O)c1ccc(OCCNS(C)(=O)=O)cc1 | 12.2% | 0.4% | 4.7% | -12.7% | 3.8% | -18.5
Cc1sc2ncnc(SCC(=O)N3CCCCC3)c2c1C | -7.3% | -5.7% | 6.6% | -10.0% | -4.2% | -29.7
Cc1ccc(C)c(N2CCN(C(=O)C3CCC(CNS(=O)(=O)c4ccc(Br)s4)CC3)CC2)c1 (stereo not given) | . | . | 8.0% | . | 14.3% | -21.6
COCCOCCn1c(CCCO)nc2ccccc21 | 14.0% | 4.2% | -19.7% | 8.2% | ? | 13.9
COc1ccccc1Nc1nc(N)nc(CSC(=S)N2CCCCC2)n1 | ? | -8.3% | 4.2% | -1.6% | ? | 24.1
CCOC(=O)C(NC(=O)C1CCCN1C(=O)OCc1ccccc1)C(=O)OCC (stereo not given) | 18.8% | 1.5% | -15.2% | 10.9% | -14.1% | 15.3
CCOC(=O)N1CCN(c2c(NCc3ccc(N(C)C)cc3)c(=O)c2=O)CC1 | 12.0% | -11.4% | 2.4% | -3.8% | -8.9% | 21.8
CCN1CCN(C(=O)c2c(C)nn(-c3ccc(F)cc3)c2-n2cccc2)CC1 | . | . | -0.9% | . | -11.0% | -2.1
C/C(=N/NC(=O)CCc1ccccc1)c1ccco1 | 27.3% | 6.3% | . | 15.6% | 2.4% | -19.6

Compound profiles, from the list above. Screens in order: HCV inhibitor, FBPA Giardia inh, Sm TGR block, AMA1 RON2 block, AmpC detergent, HCMV antiviral
CC(=O)c1ccc(N2C(=O)CC(N3CCN(S(=O)(=O)c4ccc(C)c(C)c4)CC3)C2=O)cc1 (stereo not given) across the screens: 18.1%, ., ., 2.9%, ., -4.4
CCOC(=O)N1CCN(c2c(NCc3ccc(N(C)C)cc3)c(=O)c2=O)CC1 across the screens: 12.0%, -11.4%, 2.4%, -3.8%, -8.9%, 21.8

Next section.
SMILES | HCV inhibitor | FBPA Giardia inh | Sm TGR block | AMA1 RON2 block | AmpC detergent | HCMV antiviral
CCCCC[C@H](O)/C=C/[C@H]1CCC(=O)[C@@H]1CCCCCCC(=O)N1CCCCC1CO (stereo not given in full) | -26.1% | 8.7% | -13.8% | -4.9% | -0.2% | -74.3*
CC(=O)c1ccc(-n2nnnc2SCC(=O)Nc2sc(C)c(C)c2C#N)cc1 | -10.1% | -10.4% | -17.5% | 16.5% | -4.2% | -32.0
CCOc1cc(C(=S)N2CCCCC2)ccc1OS(=O)(=O)c1ccc(Br)cc1 | ? | 2.4% | -13.7% | -21.6% | 0.6% | -38.4
CCn1c(C(=O)O)c(CC(=O)NC2CCCCCC2)c2ccccc21 | 18.7% | 20.8% | -20.3% | -4.6% | 3.0% | -18.5
Cc1occc1C(=O)NNC(=O)c1ccc(Br)o1 | 1.8% | 2.1% | 10.8% | -23.4% | -14.8% | -22.7
CCn1cc(CNC(=O)CSc2nc(-c3ccc(OC)c(OC)c3)cc(C(F)(F)F)n2)c(C)n1 | ? | -2.2% | -6.3% | 0.0% | -11.1% | 36.9
Nc1nc(NCCO)nc(NCC2CCCO2)c1[N+](=O)[O-] (stereo not given) | 18.0% | 3.4% | -6.2% | -5.0% | -5.6% | 9.8
COc1cc([N+](=O)[O-])ccc1NC(=O)C1C2C=CC(C2)C1C(=O)O (stereo not given) | 18.9% | -2.9% | -1.7% | -14.2% | ? | 53.2
O=c1oc2ccc(Cl)cc2cc1-c1cn2c(n1)sc1ccccc12 | . | . | 2.8% | . | -7.7% | -0.5
COc1cccc(/C=C2\SC(=S)N(N3CCOCC3)C2=O)c1OC | 5.6% | -3.7% | -16.5% | ? | -14.7% | -16.3
C[C@]12CC[C@@H](O)CC1=CCC1C2CC[C@@]2(C)C1CC[C@@H]2N (stereo not given in full) | -3.1% | . | . | -1.8% | . | -25.3
Cc1cc(C(=O)CSc2nnc(-c3ccc(Cl)cc3)n2CC2CCCO2)c(C)n1C (stereo not given) | -11.7% | -4.1% | -24.0% | 8.5% | 1.8% | 5.6
O=C(Cn1nnc(-c2ccccc2NC(=O)c2ccccc2)n1)Nc1ccc2c(c1)OCCO2 | -14.3% | 1.8% | 3.5% | -0.7% | -0.9% | -32.6
Cc1ccc(NC(=O)N2CCCN(Cc3ccc(F)cc3)C2)cc1C | ? | 0.4% | -1.8% | -5.8% | -0.9% | 16.7
